High-throughput results as filed in PubChem.
MITF inh: MITF inhibitors, primary screen, biochemical, AlphaScreen, human; inhibition, % at 2.6 µM; actives 0.91% (n = 650,000); AlphaScreen MITF homodimerization, bead proximity signal; in the data active means inhibition above about 50%;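 further: 0% = vehicle wells with protein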
Target sequence (O75030 whole entry, looked up): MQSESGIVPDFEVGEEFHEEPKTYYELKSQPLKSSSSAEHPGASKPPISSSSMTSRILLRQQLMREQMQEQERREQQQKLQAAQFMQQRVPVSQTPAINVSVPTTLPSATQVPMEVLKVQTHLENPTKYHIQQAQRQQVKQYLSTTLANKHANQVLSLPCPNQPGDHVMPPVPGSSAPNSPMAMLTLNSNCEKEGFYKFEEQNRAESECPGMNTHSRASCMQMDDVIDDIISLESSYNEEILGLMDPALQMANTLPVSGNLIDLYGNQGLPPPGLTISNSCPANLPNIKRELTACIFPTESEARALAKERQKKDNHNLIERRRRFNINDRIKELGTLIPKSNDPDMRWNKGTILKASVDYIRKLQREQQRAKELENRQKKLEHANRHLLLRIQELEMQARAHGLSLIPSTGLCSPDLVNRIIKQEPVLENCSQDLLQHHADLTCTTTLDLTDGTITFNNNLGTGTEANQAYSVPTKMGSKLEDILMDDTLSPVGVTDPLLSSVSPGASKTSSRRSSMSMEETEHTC
FBW7 act: FBW7 E3 ligase activators, primary screen, biochemical, AlphaScreen, human | AlphaScreen FBW7–phospho-cyclin E peptide binding, activator screen | normalized activity (activation), % at 26.1 µM | actives 0.13% (n = 650,000); in the data active means normalized activity above about 1.9%;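 further: purified mutant Fbw7 with reduced substrate affinity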
TEAD-YAP block: TEAD-YAP interaction inhibition, primary screen, TEAD-YAP interaction inhibitor project, luminescence, HEK-TIYL cells; TEAD-Gal4/YAP UAS-luciferase luminescence; inhibition, % at 9.12 µM; actives 1.4% (n = 640,000); AID 1259422, 2018; in the data active means inhibition above about 32%;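 further: 0% = median of test compound wells and 100% = reference inhibitor wells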
GPR151 ag: activators of human GPR151, primary screen, cell-based, PathHunter beta-arrestin, luminescence | G-protein coupled receptor 151 (Homo sapiens), Q8TDV0 | PathHunter beta-arrestin GPR151 cells | activation, % at 11.2 µM | actives 1% (n = 650,000) | AID 1508602, 2020; in the data active means activation above about 4.9%;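 further: 0% = median of compound wells and 100% = cells with positive control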
Target sequence (Q8TDV0 whole entry, looked up): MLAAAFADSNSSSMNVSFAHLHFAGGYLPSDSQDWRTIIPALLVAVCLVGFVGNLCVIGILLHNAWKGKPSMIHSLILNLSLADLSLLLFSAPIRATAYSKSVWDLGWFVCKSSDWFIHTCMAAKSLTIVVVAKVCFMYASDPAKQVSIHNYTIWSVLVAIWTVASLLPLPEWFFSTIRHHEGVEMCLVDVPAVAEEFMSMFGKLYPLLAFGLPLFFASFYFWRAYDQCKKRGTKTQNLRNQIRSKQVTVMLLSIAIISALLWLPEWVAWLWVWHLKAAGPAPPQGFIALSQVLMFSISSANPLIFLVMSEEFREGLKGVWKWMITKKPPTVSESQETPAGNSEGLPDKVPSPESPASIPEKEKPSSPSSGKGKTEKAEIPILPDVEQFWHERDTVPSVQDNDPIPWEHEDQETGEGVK
* hit, by the source's call; & = joins results of further samples.

Sequence of screens – MITF inh, GPR151 ag, TEAD-YAP block, FBW7 act
- CCCc1ccc(OC(=O)Cn2c3ccccc3c(=O)c3ccccc32)cc1
    5.8, -0.8, 3.4, -0.2
- O=C(Nc1ccc2oc(-c3cccc(I)c3)nc2c1)c1cccc(Cl)c1Cl
    3.7, 0.0, 6.5, 1.1
- COCCCNC(=O)c1c[nH]c2ccc(S(=O)(=O)N(C)c3ccc(C)c(C)c3)cc2c1=O
    2.8, 1.5, 12.4, -0.1
- CCOc1ccc2nc(SCC(=O)Nc3cc4oc5ccccc5c4cc3OC)sc2c1
    -6.3, 0.0, 13.6, 0.0
- Cc1cc(=O)n2c3c(cccc13)CC2
    -1.9, -0.1, -4.1, 0.2
- O=C(NC(=O)N(c1ccc(Cl)cc1)S(=O)(=O)c1ccccc1)Nc1ccccc1Cl
    4.9, -0.7, -7.0, -0.1
- O=C(OCC(=O)N1CCC(Cc2ccccc2)CC1)c1cc(=O)c2ccccc2o1
    0.1, -1.9, 7.7, -0.1
- COc1ccc(/C=N/NC(=O)CNc2n[nH]c(=O)[nH]c2=O)c(OC)c1
    25.8, -1.9, -4.8, 0.1
- CCc1ccc2nc(N3CCCC(C(=O)O)C3)sc2c1 (configuration not stated)
    8.6, 0.0, 57.6*, 0.2
- COc1cc(C(=O)OC2CSCC2NC(=O)c2ccccc2)cc(OC)c1OC (configuration not stated)
    -7.2, -0.9, -2.1, -0.1
- CC(=O)OC1CCC2(C)C(=CCC3C2CCC2(C)C(C(C)CCCC(C)C)CCC32)C1 (configuration not stated)
    -7.3&-10.6, 0.0&-0.4, -19.1&-2.1, -0.1&0.1
- Cc1ccc(OCC(=O)Nc2ccc(OC(C)C)cc2)cc1
    -0.1, -0.9, -2.9, 0.2
- O=C(Nc1sc2c(c1C(=O)NC1CCCCC1)CCCC2)c1ccccc1
    9.1, -0.6, 13.5, 0.1
- O=C(Cn1nnc(-c2ccccc2NC(=O)c2cccnc2)n1)NCCc1ccc(F)cc1
    6.7, 0.6, 7.3, 0.1
- CC(C)[C@@H](Cn1nc(C2CC2)ccc1=O)NC(=O)Cn1nnc2ccccc21
    5.8, 0.9, 14.5, 0.0
- Clc1ccc(CNCc2ccco2)c(Cl)c1
    -0.5, 0.1, 9.5, 0.1
- COc1ccc(-n2c(SCC(=O)c3ccc(Br)cc3)nc3ccccc3c2=O)cc1
    -9.2, -2.0, -4.3, 0.0
- O=C(Nc1ccc(F)cc1F)N1CCC(n2cnc3cc(F)ccc32)CC1
    4.2, 1.8, 7.7, -0.1
- CCc1cccc(CC)c1NC(=O)CSc1ncn[nH]1
    4.8, 1.0, 2.1, 0.1
- CCCOC(=O)c1ccc(NC(=S)NC(=O)c2ccccc2C)cc1
    4.8, -0.3, 3.7, 0.0
- COC(=O)c1cc(NC(=O)CSc2nc(C)cc(=O)[nH]2)ccc1Cl
    -1.3, -0.2, -0.9, -0.1
- N#Cc1nc(-c2ccc(F)cc2)oc1N1CCCCC1
    9.0, -1.0, -3.3, 0.0
- C=CCOc1ccccc1/C=C1/SC(=S)N(CN2CCOCC2)C1=O
    13.2, 3.6, 11.9, -0.1
- O=C(Nc1ccccc1[N+](=O)[O-])c1csc2c1CCCC2
    16.6, -0.7, -22.6, -0.2
- CCCCC(=O)N1C2=C(C(=O)c3ccccc32)C(c2ccccc2)c2c1n(C)c(=O)n(C)c2=O (configuration not stated)
    14.3, -0.4, 3.2, -0.1
- CN(CC(=O)Nc1ccc2c(c1)Cc1ccccc1-2)C(=O)c1c[nH]c2ccccc12
    3.8, 0.1, -8.9, 0.0
- O=C(CCC(=O)Nc1ccccc1Cl)NNS(=O)(=O)c1ccccc1
    -15.2, 0.2, 0.0, 0.0
- Cc1ccc(N2C(=O)C3C4c5ccccc5C(CO)(c5ccccc54)C3C2=O)cc1Cl (configuration not stated)
    9.0, -1.5, -0.2, 0.1
- COc1ccc(-n2cnc3cc(NCc4nc5ccccc5n4C)ccc32)cc1
    -7.5, 1.5, -2.6, -0.1
- COC(=O)COc1ccc(S(=O)(=O)Nc2ccc(OC)cc2)cc1C
    19.3, -1.1, -6.7, 0.8
- N=c1c(S(=O)(=O)c2ccccc2)cc2c(=O)n3ccccc3nc2n1C1CCCCC1
    1.1, 1.8, 2.3, -0.1
- COCCOC(=O)c1ccc(NC(=O)c2ccc(OC)cc2)cc1
    6.9, -0.1, -1.7, 0.1
- Cc1ccc(NC(=O)Cn2ncc3c2-c2cc(C)ccc2OC3)nc1
    10.9, -1.7, 34.7*, 0.4
- O=c1oc2ccc3ccccc3c2cc1-c1csc(Nc2cc(C(F)(F)F)ccc2Cl)n1
    13.3, 0.9, -5.6, 0.9
- COCC(C)NC(=O)c1cnc2sc3ccccc3n2c1=O (configuration not stated)
    8.5, 0.1, 2.5, 0.0
- CCn1c(N2CCC(C(=O)NC(C)CCc3ccco3)CC2)nc2ccccc21 (configuration not stated)
    7.4, -0.3, 9.9, 0.4
- COc1ccc(NC(=O)COc2ccc3oc4c(c3c2)CCCC4)cc1
    0.8, 0.3, 7.8, 0.0
- CC(C)c1cc([N+](=O)[O-])c2nc(N)sc2c1
    -4.0, 0.0, -87.6, -0.3
- CCC(C)(C)C1CCc2c(sc(NC(=O)c3cc(-c4ccc(C)s4)nc4ccccc34)c2C#N)C1 (configuration not stated)
    1.4, -0.2, -1.7, 0.0
- O=C(COC(=O)C1c2ccccc2Oc2ccccc21)c1ccccc1
    3.7, 0.1, -6.0, 0.1
- CC(C#N)OC(=O)c1ccc(N2CCCC2=O)cc1 (configuration not stated)
    0.9, -0.6, -5.9, 0.1
- CC(C)(C)NS(=O)(=O)c1ccc(NC(=O)C2CCCCC2)cc1
    4.9, -0.1, -3.5, -0.1
- CCS(=O)(=O)c1ccc2c(c1)N(Cc1ccccc1OC(C)=O)C(=O)C(C)O2 (configuration not stated)
    12.8, 0.2, 9.5, 0.1
- Cc1cncc(NC(=O)c2cccc(-n3cc(Nc4cscc4-c4ccccc4C)cn3)c2)c1
    -0.2, 0.9, 5.0, -0.1
- O=C(CSc1nccn1Cc1ccccc1)c1ccc([N+](=O)[O-])cc1
    -2.6, 1.0, -29.2, -0.2

Single records, as listed above. Values in the order: MITF inh	GPR151 ag	TEAD-YAP block	FBW7 act
COCCOC(=O)c1ccc(NC(=O)c2ccc(OC)cc2)cc1 as listed: 6.9	-0.1	-1.7	0.1
O=C(CSc1nccn1Cc1ccccc1)c1ccc([N+](=O)[O-])cc1 as listed: -2.6	1.0	-29.2	-0.2
CC(C)(C)NS(=O)(=O)c1ccc(NC(=O)C2CCCCC2)cc1 as listed: 4.9	-0.1	-3.5	-0.1
CC(C#N)OC(=O)c1ccc(N2CCCC2=O)cc1 (configuration not stated) as listed: 0.9	-0.6	-5.9	0.1

More compounds
Sequence of screens – MITF inh, GPR151 ag, TEAD-YAP block, FBW7 act
- CC(C)(C)c1ccc(OCC(=O)Nc2cccc(-c3nc4ncccc4o3)c2)cc1
    -1.6, 2.1, -2.5, 0.1
- Cc1nc2ccccc2c2c1C(=O)N(N)C2=O
    -9.7, 0.2, 0.8, 0.1
- Cc1ccccc1C(=O)Nc1sc2c(c1C(=O)N1CCN(Cc3ccccc3)CC1)CCCCC2
    13.2, 1.7, 3.2, 0.0
- CC(C)c1ccc(Nc2nccn3c(-c4cccc(NS(C)(=O)=O)c4)cnc23)cc1
    15.1, 0.9, 7.9, 0.9
- C=CCN(CC=C)CCOc1ccc(C)cc1[N+](=O)[O-]
    46.7, 0.1, -22.0, 0.1
- O=C(NC1CCCC1)c1ccc(CN2CCOCC2)cc1
    3.2, 0.9, -5.2, -0.1
- COc1ccccc1/C=C(\NC(=O)c1ccc(OC)c(OC)c1)C(=O)Nc1ccc(Cl)c([N+](=O)[O-])c1
    -10.8, -1.5, -4.2, -0.1
- NS(=O)(=O)c1ccc(Nc2nccc(-c3ccc(NS(=O)(=O)CC(F)(F)F)cc3)n2)cc1
    10.0, 0.3, 0.8, 0.1
- CC(=O)N1CCc2c(sc(NC(=O)C(C)C)c2-c2nc3ccccc3s2)C1
    10.4, 2.1, 12.8, 0.0
- CCc1ccc(N2CC(C(=O)N/N=C/c3ccccc3)CC2=O)cc1 (configuration not stated)
    11.1, -0.1, 8.7, -0.1
- Fc1ccc(C2C=C3Oc4ccccc4N=C3NN2)cc1 (configuration not stated)
    11.0, -1.0, -74.1, 0.0
- O=C(c1ccc(N2CCc3ccccc32)c([N+](=O)[O-])c1)N1CCC2(CC1)OCCO2
    26.1, 2.9, 9.7, -0.4
- O=C(Nc1ccc(Oc2cccnc2)cc1)C1CCN(Cc2cc3ccccc3o2)CC1
    11.6, -1.4, 43.8*, 0.1
- COc1ccc(/C=C2\SC(=O)N(CC(=O)NCCO)C2=O)cc1OC
    11.3, 0.3, -5.4, 0.0
- O=C(COc1ccc(F)cc1)Nc1ccccc1O
    10.4, 0.1, -54.7, -0.5
- NS(=O)(=O)c1ccc(Nc2nccc(-c3ccc(NS(=O)(=O)c4ccccc4)cc3)n2)cc1
    -4.4, 1.0, -22.1, 0.0
- COc1ccc(C(C)(C)C)cc1NC(=O)c1c(C)noc1C
    6.2, 0.0, 8.3, 0.1
- CCn1c(SCC(=O)N2CCCC2)nnc1-c1ccccc1O
    -16.9, -0.4, -5.0, 0.0
- COc1cc(Br)cc2cc(C(=O)Nc3cccc(C(C)=O)c3)c(=O)oc12
    -21.1, -1.2, -11.2, 0.3
- Cc1nn(-c2ccc(F)cc2)c(C)c1CNC(=O)CC1C(=O)NCCN1C(C)C (configuration not stated)
    -0.2, 0.5, -8.4, 0.1
- CC(C)c1ccc2[nH]c3nc(SCC#N)nnc3c2c1
    3.1, -0.2, 9.4, 0.1
- Cc1cc(/C=C2\NC(=O)N(Cc3ccc(Cl)cc3)C2=O)c(C)n1-c1ccc(C#N)cc1
    -5.7, -0.1, 1.8, -0.1
- CCC(CC)=NNc1cccc([N+](=O)[O-])c1
    16.4, 2.5, 0.2, 0.0
- Cc1ccc(Cn2c(=S)[nH]c3cc4ccccc4cc3c2=O)o1
    17.4, -1.7, -49.1, 0.2
- Cn1c(CN2CCN(C(=O)c3cc(=O)c4ccccc4o3)CC2)nc2ccccc21
    86.1*, 0.1, 9.4, -0.3
- O=C(c1cn(C[C@@H]2CCCNC2)nn1)N1CCOCC1
    3.0, -0.1, 10.4, -0.1
- O=C1N[C@H](Cc2ccccc2)C(=O)N2CCN(C(=O)Oc3ccc(F)cc3)C[C@H]12
    -15.8, -0.6, 0.5, 0.0
- O=C(CN1C(=O)C2C3C=CC(C3)C2C1=O)N1CCCCCC1 (configuration not stated)
    5.0, -0.2, -4.4, 0.0
- Cc1ccc(F)cc1S(=O)(=O)Nc1ccc(Cc2ccncc2)cc1
    9.8, 0.6, -0.7, -0.1
- Fc1ccc(OCCCOc2cccc3cccnc23)cc1
    9.7, 1.8, -45.7, -0.1
- O=C(CCCCCn1c(SCc2ccncc2)nc2ccccc2c1=O)NCc1ccco1
    15.4, 0.1, 2.6, 0.0
- CC(C)(C)NC(=O)c1ccc(Cl)cc1[N+](=O)[O-]
    1.2, 0.6, -2.6, 0.0
- Cc1cccc2sc(NS(=O)(=O)c3ccc(Cl)c([N+](=O)[O-])c3)nc12
    -13.8, 0.1, 1.8, 0.2
- COc1ccc(CCNC(=O)Cn2cc3c(n2)CCCCC3)cc1OC
    0.2, -0.1, 5.2, 0.0
- CCOc1ccccc1NC(=O)CCc1nc2cccnc2n1-c1ccccc1
    4.6, -0.1, 4.9, 0.5
- COC(=O)C1=C(C(=O)OC)SC(=C2C(=S)C(C)(C)N(C(=O)CCC3CCCCC3)c3ccc(C)cc32)S1
    19.3, -1.6, 3.4, 0.0
- C=CCc1ccccc1OCCOc1ccccc1/C=C1/C(=N)N2N=C(C(C)C)SC2=NC1=O
    16.0, -0.4, -9.8, 0.6
- c1ccc2c(c1)nnn2CNc1ccc2nnnn2n1
    -1.3, 3.9, -8.1, 0.0
- CCOC(=O)Cc1nnc(NC(=O)Nc2ccccc2)s1
    -2.1, -2.9, 5.5, 0.2
- COc1ccc(-c2cnn3ccc(Nc4ccc(OC)nc4)nc23)cc1
    -15.8, 0.1, 16.2, -0.1
- Cc1cccc(C)c1OCC(O)Cn1c(C)[n+](C)c2ccccc21 (configuration not stated)
    12.0, -0.6, 0.8, -0.1
- Cc1noc(C)c1-c1nc(Nc2ccccc2)c2ncn(CCN3CCCC3=O)c2n1
    0.7, -0.5, -23.3, 0.0
- CCOc1ccc(S(=O)(=O)Nc2cc3c4c(oc3c3ccccc23)CC(C)(C)CC4=O)cc1
    -11.9, 0.7, 0.1, 0.1
- CCC(=O)N=c1sc2c(C)ccc(OC)c2n1C
    -6.2, 3.9, 0.5, 0.0
- CC1(C)CC[C@]2(C(=O)O)CC[C@]3(C)C(=CCC4[C@@]5(C)CC[C@H](O)C(C)(C)C5CC[C@]43C)C2C1 (some centres not stated)
    -17.2&-4.4, 0.0&-0.5, -3.7&-10.7, 0.1&0.4
- Cc1ccc(C(=O)Nc2cccc([N+](=O)[O-])c2)cc1S(=O)(=O)N(CCO)CCO
    -1.3, -1.4, -12.9, 0.1

Reprinted at random: 2 entries already listed
Sequence of screens – MITF inh, GPR151 ag, TEAD-YAP block, FBW7 act
- Cc1cccc2sc(NS(=O)(=O)c3ccc(Cl)c([N+](=O)[O-])c3)nc12
    -13.8, 0.1, 1.8, 0.2
- CC(C)(C)NC(=O)c1ccc(Cl)cc1[N+](=O)[O-]
    1.2, 0.6, -2.6, 0.0
